mcGAS inh – mouse cGAS inhibition by luminescence; Q8C6L5; recombinant cGAS, Kinase-Glo ATP depletion luminescence; inhibition, % at 12.5 µM; actives 0.15% (n = 160,000);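 also: 0% = negative control wells and 100% = reference inhibitor with no enzyme activity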
hcGAS lum – human cGAS inhibition. Q8N884. recombinant h-cGAS, ATP depletion, Kinase-Glo luminescence. inhibition, % at 12.5 µM. actives 0.081% (n = 290,000). AID 1259398;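 also: 0% = vehicle reaction and 100% = reaction without DNA for no activity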
Target sequence (Q8N884 whole entry, looked up): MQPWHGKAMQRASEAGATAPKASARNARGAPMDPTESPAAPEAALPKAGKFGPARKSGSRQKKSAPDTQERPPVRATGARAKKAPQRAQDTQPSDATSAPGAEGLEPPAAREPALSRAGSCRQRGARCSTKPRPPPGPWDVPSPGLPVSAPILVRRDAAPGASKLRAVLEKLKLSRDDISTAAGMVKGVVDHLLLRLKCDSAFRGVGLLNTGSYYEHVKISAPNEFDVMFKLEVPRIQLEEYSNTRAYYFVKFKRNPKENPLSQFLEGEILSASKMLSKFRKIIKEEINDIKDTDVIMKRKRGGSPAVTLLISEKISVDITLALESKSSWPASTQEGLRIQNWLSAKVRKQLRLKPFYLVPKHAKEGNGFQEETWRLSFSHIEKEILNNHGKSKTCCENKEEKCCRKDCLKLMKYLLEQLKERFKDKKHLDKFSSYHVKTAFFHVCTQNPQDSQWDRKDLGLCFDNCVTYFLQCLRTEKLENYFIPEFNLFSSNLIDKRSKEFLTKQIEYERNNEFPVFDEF
NPYLR7 agonist – activates Aedes aegypti NPYLR7 receptor; HEK293T NPYLR7/Galpha15, GCaMP6s calcium fluorescence; activation, % at 10 µM; actives 0.15% (n = 270,000); AID 1259423; in the data active = activation above about 40%;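 also: 0% = vehicle and 100% = reference agonist at the receptor; some compounds past the cut are filed as inactive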
* marks the source's active call; other numbers are inactive results; . = not tested or not shown; & = joins results of further samples. Rule as the data show it, unless noted: active = inhibition above about 40%; inactive = the rest.

Each structure is followed by: mcGAS inh | hcGAS lum | NPYLR7 agonist
CCOC(=O)C1CCCN(C(=O)c2ccc(CSc3nc(COC)cc(N4CCN(c5ccc(OC)cc5)CC4)n3)o2)C1 (stereo not given)
  -3 | -1 | 4
Cc1cccnc1CN(C)Cc1ccc(Cl)cc1F
  -11 | -5 | .
COc1ccc(OCCC#N)cc1
  -5 | -5 | 2
COCCN(Cc1cc(NC(=O)COC)ccc1N(C)C)C(=O)c1cccs1
  -6 | -7 | -4
O=c1c2nnc3c(-c4ccccc4)cnn3c2ccn1CCC1=CCCCC1
  . | -10 | 1
N#Cc1ccc(OCC(=O)N2N=C3CCCCC3C2(O)C(F)(F)F)cc1 (stereo not given)
  -9 | -13 | -3
CCCNC(=O)Cn1nc2c(c1N)CSC2
  . | -7 | -4
CCN(c1cccc(CO)c1)S(=O)(=O)c1c(C)c(C)c(C)c(C)c1C
  . | -1 | 8
O=c1c(-c2cccc(Br)c2)[n+]([O-])c2ccccc2n1OCc1ccccn1
  . | -4 | -6
CCn1c(C2CCN(C(=O)c3cnc(N(C)C)nc3C)CC2)nn(C)c1=O
  -9 | -6 | 3
O=C(CC1CSc2nccc(=O)n21)NCCC1=CCCCC1 (stereo not given)
  . | -4 | -2
N#Cc1ccc(CNCCNC(=O)Cc2ccc(F)cc2)cc1
  . | -11 | 0
Cc1ccc(-n2c(CCC(=O)NCCCn3ccnc3)cc3c2-c2ccccc2OC3)c(F)c1
  -12 | -7 | 1
COCc1nc(-c2ccccc2)nc(N2CCN(C(=O)c3ccc(F)cc3)CC2)c1Cc1ccc(Cl)cc1
  -8 | -3 | 22
Cc1onc(-c2ccccc2Cl)c1C(=O)N1CCCCCC1
  . | -1 | 6
Cc1ccc(C(=O)Nc2ccc(C(=O)N(C)Cc3ncc[nH]3)cc2)o1
  . | -6 | 10
Cc1csc(CNc2cccc(CN3CCC(CO)CC3)c2)n1
  . | -10 | 8
Cc1nccc(N2CCCC(C/C=C/c3ccccc3)(C(=O)O)C2)n1 (stereo not given)
  -15 | -7 | 2
Cc1cccc(C(=O)N2C(C(=O)NCc3ccco3)COC23CCN(C(=O)c2cccc(F)c2)CC3)c1 (stereo not given)
  -5 | -5 | -2
CCn1nc(C(C)C)cc1C(=O)N(C)Cc1ccsc1
  -14 | -4 | .
O=C(C1CCCN(C2CCN(c3ncnc4ccsc34)CC2)C1)N1CCCC1 (stereo not given)
  -12 | -5 | 0
Cc1nn2c3ccc(N)cc3nc2c2ccccc12
  . | 1 | -4
COc1cccc(CN2CCCn3cccc3C2c2ccc(F)cc2F)c1 (stereo not given)
  . | -6 | 5
CN1CCC(N(C)C(=O)c2cc3cc(Br)cc(Br)c3o2)CC1
  . | -5 | 3
Cc1nn2c(NC(C)C)c3c(nc2c1-c1ccccc1)CCC3
  -7 | -10 | 2
Cc1ccc(-n2[nH]c(-c3ccccc3)c(-c3ccc(NC(=O)CC(C)C)cc3)c2=O)c(C)c1
  -10 | -6 | 6
CC(C)C(=O)NCC1CCCN(C(=O)c2ccccc2)C1 (stereo not given)
  -7 | -7 | 11
COc1cccc(NC(=O)NCCCn2nc(-c3ccco3)ccc2=O)c1
  . | 0 | 1
Fc1ccccc1CN(Cn1nc(-c2ccncc2)oc1=S)C1CC1
  . | -5 | -7
COc1ccc(OC)c2sc(N(Cc3ccccn3)C(=O)c3cc(C)nn3C)nc12
  . | -3 | 5

(cont.)
Each structure is followed by: mcGAS inh | hcGAS lum | NPYLR7 agonist
COc1ccccc1OCC1CN(C(=O)c2coc(C)c2)CCO1 (stereo not given)
  -4 | -8 | 20
O=S1(=O)CCC(n2ncc3c2/C(=C\c2ccccc2)CC3)C1 (stereo not given)
  . | -8 | 0
Cn1c(SCC(=O)c2ccccc2)nnc1C1COc2ccccc2O1 (stereo not given)
  -5 | -23 | 15
COc1ccc(-n2nnc3c(N4CCN(C(C)=O)CC4)ncnc32)cc1
  -8 | -7 | -11
COc1cccc(-n2cnnc2SCC(=O)c2ccc(F)c(F)c2)c1
  . | -12 | 17
CCOc1ccccc1N1CCN(C(=O)CCN2CCCCO2)CC1
  . | -6 | 12
CN(C)CCCNc1cn[nH]c(=O)c1Cl
  -1 | 2 | 2
COc1cccc(Cc2nsc(N3CCN(C(=O)c4cc(C(F)(F)F)cc(C(F)(F)F)c4)CC3)n2)c1
  -3 | 1 | -2
Cc1ccc(OCc2cc3c(cc2Br)OCO3)c([N+](=O)[O-])n1
  . | -3 | 2
CC(=O)Nc1ccc(C(C)=O)cc1OCC(=O)Nc1ccc(F)c(F)c1
  . | -11 | 15
CCc1ccc(NC(=O)Nc2ccc(N3CCCC3)c(C(=O)NCCc3ccccc3)c2)cc1
  -9&-4 | -4&-2 | 8&13
Cc1noc(C)c1CSc1ncnc2sc3c(c12)CCCC3
  -1 | -2 | 1
CC(C)CNC(=O)C(NS(C)(=O)=O)C(C)(C)C (stereo not given)
  . | 7 | 1
COc1ccc(C2SCCN2C(=O)c2ccc(F)cc2)c(OC)c1 (stereo not given)
  -3 | -10 | -4
CCOc1ccc(-n2nnnc2CNC(=O)c2cc(OC)cc(OC)c2)cc1
  -5 | -5 | 9
CCc1oc2ccccc2c1CN1CCN(C)C2(CCN(C)CC2)C1
  . | 4 | 1
CN=c1scc(-c2ccc(OC(F)F)cc2)n1N=Cc1cccc(O)c1O
  . | -1 | -21
Cc1cc(C(=O)N2CCc3c(nc(C)[nH]c3=O)C2)c2cnn(C(C)C)c2n1
  . | -1 | 2
O=C(C1CCCCC1)N1CCN=C1N1CCCC1
  -5 | -5 | .
Cc1cccc(CN2CCc3c(O)cccc3C2=O)c1
  . | -4 | -1
COC(=O)c1ccc2oc(=O)n(C3CCN(C(=O)C(C)Oc4ccccc4)CC3)c2c1 (stereo not given)
  -7 | -6 | -7
COc1cccc2c1CCC1CC(=O)CC[C@]21C (stereo not given in full)
  0 | 2 | -12
CC(C)=CCN1CCN(Cc2cccc(F)c2)CC1CCO (stereo not given)
  . | -9&-4 | 3&0
CN(CCCNC(=O)C(C)(C)Oc1ccc(C(N)=O)cc1)c1ccccc1
  -6 | -4 | -7
Cc1ccc(NNC2CC(=O)N(N(C)C)C2=O)cc1 (stereo not given)
  . | 2 | -10
O=C(N=C1N=C2C=CC(Cl)=CN2Cc2ccccc21)c1ccc(=O)oc1
  . | -3 | 13
O=C1NC(=S)S/C1=C/c1cccc(O)c1
  . | -4 | -2
O=C1/C(=C\c2ccncc2)SC(=S)N1Nc1ccc([N+](=O)[O-])cc1[N+](=O)[O-]
  . | -3 | 16
Cc1nc(N2CCCCC2)c2sc(=S)n(C)c2n1
  . | -7 | 0
COc1ccc(C)cc1NC(=O)N1CC(=O)N2CCc3cc(F)ccc3C2C1 (stereo not given)
  1 | -4 | 4

The results go on.
Each structure is followed by: mcGAS inh | hcGAS lum | NPYLR7 agonist
Cc1cn2c3c(=O)n(CCCc4ccccc4)c(=O)n(C)c3nc2n1C(C)C
  -4 | 4 | 2
Cc1cc(Nc2nc3ccccc3n3cnnc23)c2ccccc2n1
  -3 | -9 | 6
Cc1ccccc1C(=O)N1CCSC12CCN(C(=O)c1ccc3ccccc3c1)CC2
  -6 | -7 | -7
N#Cc1ccccc1CO[C@]1(C(=O)NC2CC2)CC(OCc2cccc(OC(F)(F)F)c2)[C@H](O)[C@H](O)C1 (stereo not given in full)
  -3 | 2 | 6
CNS(=O)(=O)c1ccc2c(c1)CCN2C(=O)c1ccc(F)cc1F
  . | -2 | -4
COc1ccc(-c2csc(C=Cc3ccc4c(c3)OCO4)n2)cc1
  -5 | -4 | -1
C/C(=N/NC(=O)c1ccccc1C)c1ccc(N2CCCCC2)cc1
  . | -2 | -3
Cc1nc2cc(F)ccc2cc1C(=O)N1CCN(S(=O)(=O)c2ccc(F)c(Cl)c2)CC1
  . | -7 | 1
Cc1cc(C2CCCN(CC(=O)NC3CCS(=O)(=O)C3)C2)n[nH]1 (stereo not given)
  -16 | -6 | 1
O=C(NCC1(CO)CC1)c1ccccc1-n1cccn1
  . | -7 | 2
COc1cccc(OCc2nc(C(=O)N(C)Cc3ccccc3)cs2)c1
  -5 | -5 | 0
O=C(Nc1cccnc1)c1ccc2c(c1)C(=O)N(c1ccccc1Cl)C2=O
  -2 | 1 | 2
COC(=O)c1cccc(-c2nccn2C2CCCC2)n1
  . | -5 | -5
Cc1cc(Oc2ccc(-c3ccccc3)cc2)nc(N)n1
  . | -5 | 2
COc1ccc(-n2nnc(C(=O)OCc3ccc(Cl)cc3)c2C)cc1Cl
  -8 | -6 | 6
CCOC(=O)[C@@H]1[C@@H](O)C(=O)N(Cc2ccccc2)C12CCN(C(=O)c1cccc(OC)c1)CC2
  -7 | 5 | 18
c1ccc2c(c1)OC1(CCCCC1)N1N=C(c3ccc4c(c3)OCCO4)CC21 (stereo not given)
  . | -9 | 5
CC1(C(=O)NS(=O)(=O)c2ccc3c(c2)CCO3)CCN1C(=O)C1CC1 (stereo not given)
  . | -4 | 2
CN1CCN(C(=O)CCC2CCCN(Cc3ccc(Cl)c(F)c3)C2)CC1 (stereo not given)
  . | -10 | 4
CCn1nnc2c(=O)n(CC(=O)Nc3ccc(OC)cc3)cnc21
  . | -4 | 1
CC(=O)Nc1ccc(NC(=O)CCc2csc(NC(=O)c3ccc[nH]c3=O)n2)cc1
  -15 | -10 | -3
COc1ccc(NC(=O)CNC(=O)CN(CC(C)C)C(=O)c2ccc(Cl)c([N+](=O)[O-])c2)cc1
  -4 | -10 | 19
Cc1sc2nc(CN3CCOCC3)nc(N(C)C3CCCCC3)c2c1C
  . | -4 | 6
Cc1ccc(C2SCCN2C(=O)C(c2ccccc2)c2ccccc2)s1 (stereo not given)
  -4 | -9 | 19
Cc1cc(C(=O)N2CCN(Cc3cccc(-c4noc(-c5cccnc5)n4)c3)CC2)no1
  -9 | -6 | -1
O=C(C=Cc1cccnc1)c1ccc2c(c1)OCO2
  . | -5 | 0
Nc1nonc1-c1noc(-c2ccc(Cl)cc2Cl)n1
  . | 4 | 2
Cc1ccc(C2(O)CCN(C(=O)c3ccc4c(c3)nnn4C)CC2)nc1
  -15 | -8 | -1
CCC(C)c1cc(S(=O)(=O)N2CCN(c3ccccc3C)CC2)ccc1OC (stereo not given)
  . | -8 | -1
CC(C)C1CN(C(=O)c2cn[nH]c2-n2cnnn2)CCCN1CC1CC1 (stereo not given)
  -12 | -7 | 8

Next records.
Each structure is followed by: mcGAS inh | hcGAS lum | NPYLR7 agonist
CSc1nnc(-c2cc(C)on2)n1-c1cccc(Br)c1
  . | -5 | 10
Cc1cc(Cl)ccc1N1CCN(C(=O)Cc2ccccc2)C(C)C1=O (stereo not given)
  -5 | -3 | 1
COc1ccc(Cl)c2sc(N(CC3CCCO3)C(=O)C3CCCC3)nc12 (stereo not given)
  -6 | -5 | 0
Cc1[nH]c2ccccc2c1CC(=O)N(C)CCC#N
  . | 1 | 3
CC(=O)NC12CC3CC(CC(CC(=O)O)(C3)C1)C2
  -4 | 0 | 13
CCOC(=O)C1CCCN(C(=O)c2ccc(CSc3nc(C)c(C)c(N(CC)CC)n3)cc2)C1 (stereo not given)
  -3 | -2 | -1
CCCCCCC(=O)Nc1ccc(C2SCC(=O)N2c2cccc(F)c2C)cc1 (stereo not given)
  -4 | -4 | 32
CCN(CC)C(=O)C(C)NS(=O)(=O)c1ccc(Br)c(C)c1 (stereo not given)
  . | -5 | 3
O=C(CCC(=O)N1CC[C@H](O)[C@@H](O)C1)NC1CCCCCCC1
  . | -4 | 5
CCOC(=O)CCNC(=O)NCc1nnnn1-c1ccc(OCC)cc1
  -7 | -6 | 5
O=C(C1CCCC1)N1CCN(Cc2cccc(-c3noc(-c4ccco4)n3)c2)CC1
  -6 | -5 | 3
O=c1[nH]c2ccccc2nc1C(F)(F)C(F)(F)C(F)(F)C(F)F
  -7 | -21 | 3
CCCCc1ccc(N2C3=[N+](CCCS3)CC2(O)c2ccc(C)cc2)cc1 (stereo not given)
  . | 3 | -9
CC(C)Cc1cc(C(=O)N2CCOC(CCN(C)C)C2)on1 (stereo not given)
  -3 | 3 | -2
CCN(CC)c1ccc(CNCCOC)c(OS(=O)(=O)c2ccc(NC(C)=O)cc2)c1
  -3 | 0 | -6
Cc1ccc(CNC(=O)CCc2cccc(Cl)c2Cl)cn1
  . | -7 | 3
Cc1nn(-c2ccc(Cl)cc2)c(C)c1C(=O)O
  1 | 1 | -14
O=C(NCCCN1CCOCC1)C(C1CCCC1)N1CCN(C(=O)c2ccc(Cl)c(Cl)c2)CC1 (stereo not given)
  1 | 5 | -22
COc1ccc2c(c1)CCc1c(-c3ccc(C(=O)NCC4COC(C)(C)O4)cc3)n[nH]c1-2 (stereo not given)
  -6 | -3 | 6
Cc1cc(C)cc(-c2ccc(-n3cncc3C(=O)NCc3ccccc3Br)cc2)c1
  0 | 3 | 2
CC(C)(C)NC(=O)N(Cc1cc(Cl)ccc1OS(=O)(=O)c1ccc(F)cc1)CC1CCCO1 (stereo not given)
  -5 | -5 | 20
CCCc1c(C)nn(-c2ccc(C(=O)NCc3cccnc3)cc2)c1C
  -4 | -8 | -7
CCOC(=O)C1=C(C)NC(C)=C(C(=O)OCC)C1C(=O)OCC(=O)c1ccc[nH]1
  -6 | -5 | -1

5 entries from above, sorted by length of the SMILES, highest first:
Each structure is followed by: mcGAS inh | hcGAS lum | NPYLR7 agonist
O=C(NCCCN1CCOCC1)C(C1CCCC1)N1CCN(C(=O)c2ccc(Cl)c(Cl)c2)CC1 (stereo not given)
  1 | 5 | -22
O=C(CCC(=O)N1CC[C@H](O)[C@@H](O)C1)NC1CCCCCCC1
  . | -4 | 5
COc1ccc(Cl)c2sc(N(CC3CCCO3)C(=O)C3CCCC3)nc12 (stereo not given)
  -6 | -5 | 0
CCCc1c(C)nn(-c2ccc(C(=O)NCc3cccnc3)cc2)c1C
  -4 | -8 | -7
CCOC(=O)CCNC(=O)NCc1nnnn1-c1ccc(OCC)cc1
  -7 | -6 | 5

Compound activity as filed in PubChem.

This is a random part of the collection, and some 0.26% of all compounds hit somewhere here.
